# Growth percent in the NCI-60 one-dose screen (48 h, 10 µM unless noted): 100 = growth as untreated, 0 = no growth, -100 = all killed.
# HCT-15 = HCT-15 colon cancer; AID 1794746; 82,000 compounds, 5.2% hits
# HT29 = HT29 colon cancer; 81,000 compounds, 7.4% hits
# COLO 205 = COLO 205 colon cancer; 79,000 compounds, 7.3% hits
# KM12 = KM12 colon cancer cells; 82,000 compounds, 5% hits; AID 1794800
# NCI-H226 = NCI-H226 lung cancer; 79,000 compounds, 3.5% hits; AID 1794732
# HCT-116 = HCT-116 colon cancer. 82,000 compounds, 7.3% hits. AID 1794798
# NCI-H322M = NCI-H322M lung cancer. 80,000 compounds, 2.7% hits. AID 1794733
# SW-620 = SW-620 colon cancer | 82,000 compounds, 5.2% hits
# NCI-H460 = NCI-H460 lung cancer; 82,000 compounds, 6.8% hits; AID 1794736
# * hit, by the source's call; x = no result given; & = joins results of further samples; [ ] = remark or other dose. Rule for the calls: active = growth percent below 10; inactive = the rest.
cpd	canonical_smiles	HCT-15	HT29	COLO 205	KM12	NCI-H226	HCT-116	NCI-H322M	SW-620	NCI-H460
1	CCNC(=S)NC1CCCCCCCCCCC1	87.8	92.0	77.6	97.8	67.8	79.4	93.6	90.5	88.2
2	COc1ccc2[nH]c(O)c(N=NC(=O)c3ccc4nc(-c5ccc(Cl)cc5)[nH]c4c3)c2c1	104.7	86.1	18.0	78.6	77.5	51.4	85.9	82.6	100.9
3	CCCCNc1ncnc2[nH]ncc12	114.8	102.0	114.3	116.9	95.9	89.9	99.0	105.7	105.6
4	Nc1nc(=O)c2cccnc2c(=O)[nH]1	99.8	100.8	113.7	102.5	99.3	104.5	98.0	98.4	104.9
5	COc1cc(CN(c2ccccc2)C2OC(=O)c3ccccc32)cc(OC)c1OC (stereo not drawn)	101.2	85.5	100.1	101.7	93.7	85.8	92.6	100.6	101.9
6	NC[C@H]1O[C@H](O[C@H]2[C@H](O)[C@@H](O[C@H]3O[C@H](CO)[C@@H](O)[C@H](N)[C@H]3O)[C@H](N)C[C@@H]2N)[C@H](N)[C@@H](O)[C@@H]1O	109.1	111.8	105.4	108.4	102.4	106.8	101.6	108.2	114.4
7	NC(=O)Cc1nc(O)cs1	100.5	x	102.9	104.1	104.0	99.8	115.8	100.1	109.8
8	O=C(NC(=S)N1CCOCC1)c1ccccc1	99.9	110.9	122.8	108.4	102.7	100.7	94.8	105.0	101.4
9	COc1ccc(-c2cc(-c3ccc(Cl)cc3)nc(SCCCC(=O)NO)n2)cc1OC	-4.0*	6.7*	6.9*	21.7	-5.3*	5.4*	x	9.9*	-17.7*
10	O=C(c1ccc(Cl)cc1)C(O)c1ccc(Cl)cc1 (stereo not drawn)	99.0	99.5	108.0	103.7	97.8	96.6	104.4	100.4	104.0
11	COc1cc(C2CC(c3ccc(Cl)cc3)=NN2c2ccccc2)cc(OC)c1OC (stereo not drawn)	94.6	93.8	103.6	105.6	86.9	94.4	88.2	104.7	98.5
12	C/C=C(\C)C(C(=O)NC1CCCCC1)N(C(=O)C1CCc2cc(F)ccc2O1)c1cccc(C(F)(F)F)c1 (stereo not drawn)	97.1	99.8	111.6	105.9	83.4	87.8	103.0	97.6	96.6
13	C[C@H](C(=O)O)c1ccc2c3cc(Cl)ccc3n(CC(=O)Nc3cccc(Cl)c3)c2c1	100.0	98.6	100.6	95.2	105.3	88.7	86.5	96.4	96.4
14	CCC(c1cccc(Br)c1)C(C(=O)O)c1ccc(OC)cc1 (stereo not drawn)	83.5	105.6	119.7	83.3	108.4	111.9	110.7	93.2	107.2
15	Cc1ccc(-n2c(Sc3nc(-c4ccccc4)c(C#N)c(=O)[nH]3)cn3c4c(=O)n(C)c(=O)n(C)c4nc23)cc1	69.7	107.1	106.9	83.6	86.0	86.1	95.2	99.5	85.2
16	CCOC(=O)C1CN(Cc2ccccc2)CCC1=O (stereo not drawn)	96.0	107.0	106.6	103.9	109.6	101.1	105.0	104.9	114.9
17	CNC(=O)c1cc(N2CCc3c2ccc(NC(=O)c2cccc(C(F)(F)F)c2)c3F)ccn1	83.9	85.5	104.2	92.4	83.4	81.3	99.8	101.0	98.5
18	Nc1ncnc2c1cnn2Cc1ccccc1	98.6	101.3	101.4	103.3	90.8	77.6	107.7	101.1	102.4
19	Cc1cc(C)c(C(=O)c2ccc([N+](=O)[O-])cc2)c(C)c1	105.8	109.1	122.6	101.5	90.1	90.3	113.3	100.4	101.0
20	COc1ccc(C(=O)c2sc3sc(C(=O)c4ccc(OC)cc4)c(N)c3c2N)cc1	96.3	114.7	107.9	103.7	100.7	96.5	111.5	107.3	100.1
21	CCOC(=O)c1c(NC(=O)c2ccc(C(C)C)cc2)sc2c(CN(C)C)c(O)ccc12	-49.2*	27.0	-24.5*	1.4*	85.2	4.8*	79.2	-58.6*	6.2*
22	COc1ccc(O)c(/C=C2\SCc3cc4cc(OC)ccc4[o+]c32)c1	104.9	106.9	152.4	106.7	95.8	103.7	99.8	119.7	125.7
23	COc1c(N2CC3CCCN(C(C)=O)C3C2)c(F)cc2c(=O)c(C(=O)N[C@H]3C(OC(C)=O)[C@@H](OC(C)=O)C(COC(C)=O)O[C@H]3OC(C)=O)cn(C3CC3)c12 (stereo partly drawn)	102.4	113.6	119.0	100.3	108.5	103.8	105.2	106.3	105.8
24	CNCCOc1nc2c3cnccc3cc(-c3cc(OC)c(OC)c(OC)c3)c2c2ccncc12	-6.4*	-39.9*	-61.2*	5.0*	-42.5*	-89.9*	-4.7*	3.6*	-46.8*
25	N#Cc1ccc2c(c1)CN(c1ncc(Cc3cccc(-n4cccn4)c3)s1)CC2	68.5	84.8	x	74.6	59.1	35.9	88.2	96.5	81.3
26	NC(=O)Cc1ccccn1	106.7	104.6	103.3	103.9	89.8	101.4	100.6	111.1	104.4
27	Cc1cc(C)n(-c2nc3ccccc3n3c(C)nnc23)n1	96.8	99.7	113.9	100.4	95.8	97.1	89.4	98.5	103.5
28	CN(C)c1nc(N)c(N=O)c(N)n1	111.4	117.4	127.0	108.4	112.0	105.2	110.9	108.3	109.6
29	OCC1OC(O)C(O)C(O)C1O (stereo not drawn)	97.2	92.5	107.6	128.0	112.9	104.4	155.0	96.9	100.4
30	O=C1NC(=S)S/C1=C\c1ccc(Cl)c(Cl)c1	95.4	92.9	108.8	97.9	72.4	77.9	93.1	97.5	94.7
31	CC(C)CCCN(CCCC(C)C)CC(O)c1cc2c(c3ccccc13)CCCC2 (stereo not drawn)	65.3	42.6	67.2	70.6	64.8	60.6	93.9	55.9	86.0
32	CCOC(=O)[C@@H](C)C[C@H](Cc1ccccc1)NC(=O)c1csc([C@@H](C[C@H](C(C)C)N(C)C(=O)[C@@H](NC(=O)[C@H]2C[C@H](O[Si](C)(C)C(C)(C)C)CCN2C)C(C)C)OC(C)=O)n1	-6.1*[9.25 µM]	-71.7*[9.25 µM]	-72.6*[9.25 µM]	2.0*[9.25 µM]	-39.2*[9.25 µM]	-25.9*[9.25 µM]	25.0[9.25 µM]	11.8[9.25 µM]	-23.9*[9.25 µM]
33	CSc1ccc(NCc2cn(-c3ccc(C(=O)O)cc3)nc2-c2cc(C(F)(F)F)cc(C(F)(F)F)c2)cc1	77.3	87.6	108.8	86.9	101.0	84.3	93.3	97.1	84.8
34	Cc1c(C(=O)NCCc2ccc(N3CCC[C@H]3C)cc2)[nH]c2ccc(Cl)cc2c1=O	87.9	88.2	98.7	91.0	72.7	55.8	102.0	91.6	79.4
35	CCSc1nc2sc3c(c2c(=O)n1-c1ccccc1)CCCCC3	105.5	105.0	111.8	101.5	103.3	102.0	107.5	99.2	106.5
36	O=c1nc(NCCCC(O)(P(=O)(O)O)P(=O)(O)O)c(F)cn1C1CC(O)C(CO)O1 (stereo not drawn)	112.6	109.4	106.7	101.4	112.5	101.4	88.8	101.9	111.7
37	CC(C)CC(=O)OCCCc1ccccc1	103.2	77.4	105.9	98.2	90.2	86.3	101.7	95.5	103.6
38	O=C(O)Cc1ccc(C(=O)O)cc1	100.2	100.8	113.4	102.2	92.5	93.6	98.5	105.7	110.4
39	CN(CC(=O)c1ccc(I)cc1)Cc1ccccc1	112.5	111.2	103.8	101.3	99.2	94.6	102.3	105.1	104.4
40	CCCCOc1nc2ccc(C)cc2cc1/C=C/C(=O)/C=C1/CC(c2cc3cc(C)ccc3nc2OCCCC)Nc2ccccc2N1 (stereo not drawn)	100.4	110.2	100.8	105.9	93.8	101.7	107.8	99.8	104.0
41	CC(C)(C)NC[C@@H](O)COc1nsnc1N1CCOCC1	101.8	99.4	104.2	113.0	102.3	100.9	108.2	108.5	109.8
42	COc1cc2ncnc(Nc3ccc(S(=O)(=O)Nc4nccs4)cc3)c2cc1OCCCN1CCN(c2ccccc2)CC1	106.1	112.4	104.8	106.3	108.3	108.9	97.2	105.2	105.1
43	O=C(/C=C/c1ccccc1)c1cccc2ccccc12	26.5	3.2*	97.7	37.4	41.2	32.0	57.5	9.3*	10.6
44	CC(=O)Nc1c(C(=O)Nc2ccccc2)sc2nc3c(cc12)C(OC(C)=O)CCC3 (stereo not drawn)	99.7	103.8	110.1	80.2	92.9	104.4	99.0	97.4	107.8
45	O=C1NN(c2cc(Cl)cc(Cl)c2)C(c2ccc3c(c2)OCO3)N2CCC[C@@H]12 (stereo partly drawn)	99.5	89.1	112.2	97.7	102.3	106.2	102.0	103.0	106.5
46	CCCCC(CC)CCC(C)OC=O (stereo not drawn)	93.1	104.5	104.1	101.7	100.0	95.1	99.4	102.4	100.0
47	COc1cc(-c2nc3sc(C4CC4)nn3c2-c2ccc(F)c(Cl)c2)cc(OC)c1OC	58.9	61.1	81.2	86.8	76.1	51.9	108.0	79.8	71.1
48	COC(=O)c1cccc2ccccc12	109.0	101.6	103.8	105.4	95.9	100.0	104.2	110.1	106.4
49	OC1C(O)C(O)C(O)C(O)C1O (stereo not drawn)	100.0&101.4	110.8&97.4	112.1&105.1	107.6&106.2	103.3&105.9	96.8&96.3	110.0&101.2	106.8&107.5	103.4&108.6
50	O=C(Nc1c(Cl)c(C2CC2)nn1-c1ccccc1)C(Cl)(Cl)Cl	92.7	101.3	126.2	x	102.4	99.3	122.5	115.3	108.9
51	CC(C)C(=O)Nc1cccc(Cl)c1	106.0	99.0	109.7	102.3	92.2	104.6	100.6	107.1	115.2
52	O=C1c2ccccc2C2/C(=C(/Br)c3ccc(F)cc3)CCCN12 (stereo not drawn)	100.8	117.4	119.5	102.7	102.7	99.0	100.7	107.3	108.5
53	COc1cc(CNC(=O)c2cc(OC)c(OC)c(OC)c2)ccc1OCC(=O)NO	99.0	104.8	103.5	100.7	101.1	103.4	105.4	103.8	107.0
54	COc1cc2ccnc(/C=N\O)c2cc1OC	97.2	108.3	107.0	106.7	93.3	106.2	103.6	98.7	96.0
55	COc1ccc(N2C(=O)[C@@H](O[Si](c3ccccc3)(c3ccccc3)C(C)(C)C)[C@H]2/C=C/c2ccccc2)cc1	100.4	79.6	93.9	94.5	76.3	71.8	89.2	92.8	92.0
56	CCCCN(CCCC)CC(O)c1ccc(OC)c2ccccc12 (stereo not drawn)	94.3	31.7	64.9	93.0	82.8	32.7	76.4	71.5	70.3
57	COc1ccc(CNc2cccc3[nH]c(C(F)(F)F)nc23)cc1	101.0	104.8	97.9	94.2	85.5	93.2	95.4	99.8	98.7
58	O=C(O)c1ccc(-c2nn(-c3ccc(C(=O)O)cc3)cc2CNc2ccc(F)cc2)cc1	96.6	97.1	100.2	98.7	112.3	103.5	96.9	106.9	x
59	Nc1nc(NC(=O)Nc2ccc(S(N)(=O)=O)cc2)nn1-c1ccc(S(N)(=O)=O)cc1	102.5	103.3	105.6	95.0	96.0	92.9	93.7	91.0	99.9
60	Cc1[nH]nc(N)c1C#N	106.4	97.2	109.4	101.7	98.9	93.2	107.7	104.2	104.6

61. CCOc1nc(-c2cccs2)n2nc(-c3ccco3)cc2n1
62. O=C(NNc1nc2cc(F)c(F)cc2n2c(CN3CC4CNCC4C3)ccc12)c1cnccn1 (stereo not drawn)
63. O=C1CCCc2c1oc1c2CCCC1
64. CCC(=O)OC1=CN2C(=NC(c3ccc(Cl)cc3)=CC2c2cc(OC)c(OC)c(OC)c2)S1 (stereo not drawn)
65. O=C(Nc1ccc2[nH]ccc2c1)c1ccc(Cl)c(Cl)c1
66. CCOC(=O)C1=C(C)n2nc(CC#N)c(C#N)c2NC1c1cc(Cl)ccc1O (stereo not drawn)
67. CCOC(=O)c1sc(/N=C2\NC(=O)/C(=C3/C(=O)N(C)c4ccc(Cl)cc43)S2)nc1C
68. CC(=O)NC(O)C(Cl)Cl (stereo not drawn)

compound no. | 61 | 62 | 63 | 64 | 65 | 66 | 67 | 68
HCT-15 | 90.7 | 23.0 | 105.5 | 94.2 | 58.3 | 82.6 | 97.1 | 101.7
HT29 | 83.0 | 26.3 | 120.8 | 99.0 | 83.4 | 104.1 | 107.7 | 105.1
COLO 205 | 134.3 | 11.4 | 110.6 | 104.1 | 102.8 | x | 102.8 | 98.9
KM12 | 99.1 | 15.4 | 107.5 | 103.2 | 73.8 | 95.9 | 98.1 | 103.2
NCI-H226 | 98.4 | 16.8 | 100.5 | 101.8 | 112.9 | 96.1 | 106.4 | 102.0
HCT-116 | 91.1 | 14.8 | 101.0 | 101.8 | 99.3 | 90.6 | 97.8 | 113.9
NCI-H322M | 121.6 | 26.7 | 107.2 | 93.0 | 102.6 | 86.5 | 95.5 | 98.4
SW-620 | 101.2 | 23.7 | 105.2 | 103.8 | 91.2 | 103.4 | 99.7 | 113.7
NCI-H460 | 98.6 | 1.7* | 106.6 | 103.0 | 110.2 | 101.0 | 105.6 | 105.5

# Four entries from above in another layout:
# Under each structure – HCT-15	HT29	COLO 205	KM12	NCI-H226	HCT-116	NCI-H322M	SW-620	NCI-H460
31. CC(C)CCCN(CCCC(C)C)CC(O)c1cc2c(c3ccccc13)CCCC2 (stereo not drawn)
 : 65.3	42.6	67.2	70.6	64.8	60.6	93.9	55.9	86.0
32. CCOC(=O)[C@@H](C)C[C@H](Cc1ccccc1)NC(=O)c1csc([C@@H](C[C@H](C(C)C)N(C)C(=O)[C@@H](NC(=O)[C@H]2C[C@H](O[Si](C)(C)C(C)(C)C)CCN2C)C(C)C)OC(C)=O)n1
 : -6.1*[9.25 µM]	-71.7*[9.25 µM]	-72.6*[9.25 µM]	2.0*[9.25 µM]	-39.2*[9.25 µM]	-25.9*[9.25 µM]	25.0[9.25 µM]	11.8[9.25 µM]	-23.9*[9.25 µM]
33. CSc1ccc(NCc2cn(-c3ccc(C(=O)O)cc3)nc2-c2cc(C(F)(F)F)cc(C(F)(F)F)c2)cc1
 : 77.3	87.6	108.8	86.9	101.0	84.3	93.3	97.1	84.8
34. Cc1c(C(=O)NCCc2ccc(N3CCC[C@H]3C)cc2)[nH]c2ccc(Cl)cc2c1=O
 : 87.9	88.2	98.7	91.0	72.7	55.8	102.0	91.6	79.4

# Source: PubChem BioAssay (NCI)
